# Source: PubChem BioAssay
# Epigenetic reg – derepresses silenced GFP reporter in murine cells; murine LDR cells, GFP reporter derepression, 30 h; Potency, µM (titrated, usually from 53.9 µM), without a hit: at the top dose GFP activation, most hits filed as activators; 280,000 compounds, 0.2% hits; further: % of control where 0% means no effect; nearly all actives have a fitted effect of over 60% in size
#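 GFP-positive cell count by laser-scanning cytometry (objects 20–120 um) after 30 h, 37 C compound exposure of murine LDR cells; reporter is CMV-GFP integrated at a silenced locus, inducible by HDAC or DNMT inhibitors.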
# SMN2 splice enh – SMN2 splice variant enhancement | HEK293 SMN2-luciferase splicing reporter, luminescence, 30-36 h | Potency, µM (highest dose often 46.1 µM), without a hit: at the top dose activity change, positive = activation, most hits filed as activators | 210,000 compounds, 2.8% hits; further: % of control where 0% means no effect; nearly all actives have a fitted effect of over 55% in size
#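 HEK293 cells carry an SMN2 minigene-luciferase reporter in which exon 7 inclusion puts luciferase in frame. Cells were seeded at 2000 cells/well, attached for 10-12 hours, then exposed to compounds for 30-36 hours at 37C before ONE-Glo luminescence.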
# * marks the source's active call; other numbers are inactive results; ? = inconclusive; [ ] = another dose, or the depositor's remark. The call rests on the fitted dose curve; in most records, active means well fitted curve in the direction sought with a large enough effect; inconclusive means small, poorly fitted or top-dose-only effect, or another doubt; inactive means no such curve, though single readings can be large; an effect the other way counts as inactive or inconclusive. Potency means the concentration at half of the fitted maximal effect. A portion of the library (hit frequency here may not be typical).
# Order of values: SMN2 splice enh, Epigenetic reg
- COc1cc(Cl)c(C)cc1NC(=O)Cn1ncc2c1-c1cc(C)ccc1OC2
 : -3%, 14%
- COc1ccc(CCCc2nnc(SCC(=O)Nc3ccc(C)cc3C)o2)cc1
 : -13%, 0.4%
- CCCCN(C)CCCNC(=O)Cn1ncc2c3ccccc3n(Cc3ccccc3)c2c1=O
 : 1%, 0.0%
- O=S(=O)(Nc1cccc(C(F)(F)F)c1)c1ccc(NS(=O)(=O)c2ccc3c(c2)OCCO3)cc1
 : 4%, -0.3%
- CC(C)(C)C(=O)Nc1ccc(-c2nc3ccc(NC(=O)C(C)(C)C)cc3[nH]2)cc1
 : ?, -2.4%
- Cc1ccc(S(=O)(=O)c2nc(-c3ccc(F)cc3)oc2N2CCN(c3ccccc3)CC2)cc1
 : 0%, 1.9%
- O=c1oc2ccccc2c(N2CCN(c3ccccc3F)CC2)c1CN1CCCC1
 : 7%, 2.1%
- COc1cccc(CN2C(=O)c3ccccc3Sc3ccc(C(=O)NCCc4ccc(C)cc4)cc32)c1
 : -5%, 2.0%
- O=C(Nc1ncc(Cc2ccc(Cl)cc2)s1)c1ccc2c(c1)CC(c1ccccc1)OC2=O (stereo not drawn)
 : -6%, 5.6%
- COc1ccccc1Nc1c2c(nc3ccc(NC(=O)c4cccc(OC)c4OC)cc13)CCCC2
 : -97%[inhibitor], 1.3%
- Cc1cccc(C)c1OCc1nc2c3cnn(-c4cccc(F)c4)c3ncn2n1
 : 2%, -1.9%
- CCOc1ccc(NC(=O)Cn2c(=O)n(-c3ccccc3)c(=O)c3c4c(sc32)CCCC4)cc1
 : 2%, 3.5%
- CCC(CC)c1nn2c(=O)cc(COc3ccc(NC(=O)c4cccc(C)c4)cc3)nc2s1
 : 6%, -0.1%
- Cc1c(C(=O)OCc2ccccc2)[nH]c2c1C(=O)CC(c1ccc(Cl)cc1)C2 (stereo not drawn)
 : 0%, 6.0%
- CCOC(=O)c1sc2ncn(CC(=O)Nc3ccc(OCC)cc3)c(=O)c2c1C
 : -6%, 1.1%
- Cc1ccc(S(=O)(=O)N(CCc2ccccc2)CC(=O)Nc2ccc(Br)cc2)cc1
 : -27%, -1.6%
- Cc1cn2c(=O)cc(COc3ccccc3NC(=O)c3ccc(C(C)(C)C)cc3)nc2s1
 : 7%, 5.6%
- O=c1c2cnn(-c3ccc(F)cc3)c2ncn1Cc1cccc(Cl)c1
 : 9%, -1.2%
- Cc1ccc(CN(Cc2ccco2)C(=O)c2oc3c(C)c(C)ccc3c2C)cc1
 : -15%, -1.9%
- Cc1ccc(S(=O)(=O)c2nc(-c3ccco3)oc2SC(C)c2ccccc2)cc1 (stereo not drawn)
 : -5%, 0.1%
- Cc1ccc(NC(=O)c2c(NC(=O)C(F)(F)F)sc3c2CCCCC3)cc1
 : -43%[inhibitor], -1.6%
- CCOC(=O)c1ccc(NC(=O)Cn2nc(SC)c(S(=O)(=O)c3ccc(Cl)cc3)c2N)cc1
 : -73%[inhibitor], -1.8%
- CCOc1ccccc1NC(=O)c1ccc2c(c1)CCCN2S(C)(=O)=O
 : -12%, ?
- O=C(Cn1c(=O)n(-c2ccccc2)c(=O)c2c3c(sc21)CCCC3)Nc1ccc(F)cc1
 : -1%, 2.7%
- CCc1nn2c(=O)c(S(=O)(=O)Nc3ccc(C)cc3C)c(C)nc2s1
 : -18%, 1.7%
- Cc1ccc(-n2ncc3c(=O)n(Cc4ccccc4C)cnc32)cc1C
 : -4%, 7.8%
- Cn1nc(-c2ccccc2F)c2cc(C(=O)NCc3ccccc3Cl)sc21
 : 6%, 1.4%
- COc1ccc(C(=O)Oc2cc(-c3ccc4c(c3)OCO4)cc(=O)c3c(C)oc(C)c23)cc1
 : -5%, 7.4%
- CC(C)c1ccc(NC(=O)c2cnn3c(C(F)F)cc(-c4ccccc4)nc23)cc1
 : 20%, -1.0%
- Cc1ccc2nc(-c3cccc(NC(=O)c4cccc5ccccc45)c3)oc2c1
 : -9%, 4.3%
- CCOc1cccc(C(=O)Nc2cc(-c3ccc(C)cc3)no2)c1
 : 29%, 2.7%
- CCN(CC)c1sc(S(=O)(=O)c2ccccc2)nc1S(=O)(=O)c1ccc(C)cc1
 : 4%, -1.8%
- COc1ccc(CNc2cc(-c3ccc(OC)cc3)nc3nncn23)cc1
 : -17%, -1.8%
- CCOc1ccc(S(=O)(=O)c2cn(Cc3ccccc3)c3ccc(OCC)cc3c2=O)cc1
 : 1%, -1.7%
- CCCN1C(=O)C(O)(CC(=O)c2ccc(OC)c(OC)c2)c2ccccc21 (stereo not drawn)
 : 2%, -0.6%
- CCOC(=O)c1cnc2c(C)cccc2c1Nc1ccc(OC(C)C)cc1
 : -8%, -5.8%
- COC(=O)c1cc2sc(Cl)cc2n1Cc1nc(-c2ccccc2F)oc1C
 : 3%, 0.0%
- O=C(CN(CCc1ccccc1)S(=O)(=O)c1ccccc1)NCc1ccc(Cl)cc1
 : -15%, -1.6%
- COc1ccccc1-c1cc(C(=O)Nc2ccccc2C(F)(F)F)no1
 : -7%, -1.8%
- CCOc1ccc(Nc2c(S(=O)(=O)c3ccc(C)cc3)cnc3ccc(OC)cc23)cc1
 : -26%, 1.1%
- Cc1ccc(NC(=O)CCc2c(C)nc3c(-c4ccccc4)c(C)nn3c2C)c(C)c1
 : -11%, 0.8%
- COc1ccc(CCn2c3c(c(=O)[nH]c2=O)C(NC(=O)c2ccc(Cl)cc2)(C(F)(F)F)C(=O)N3)cc1OC (stereo not drawn)
 : 1%, 1.1%
- CC(NC(=O)C1CCN(S(=O)(=O)c2ccc3nc4c(c(C(=O)O)c3c2)CCCC4)CC1)c1ccccc1 (stereo not drawn)
 : -7%, 1.4%
- CCOC(=O)c1c(C)c(-c2ccccc2)n(CC(=O)NC2CCCCC2)c1C
 : 5%, 0.0%
- COC(=O)c1ccccc1NC(=O)c1ccc2c(c1)CCN2S(=O)(=O)c1ccc(Cl)cc1
 : 6%, 1.0%

# Compound profiles, from the list above.
# CCOc1cccc(C(=O)Nc2cc(-c3ccc(C)cc3)no2)c1 is entered as SMN2 splice enh: 29%; Epigenetic reg: 2.7%
# CCOC(=O)c1c(C)c(-c2ccccc2)n(CC(=O)NC2CCCCC2)c1C is entered as SMN2 splice enh: 5%; Epigenetic reg: 0.0%

# Next part:
# Order of values: SMN2 splice enh, Epigenetic reg
- CCc1ccccc1NC(=O)c1ccc2c(c1)CCN2S(C)(=O)=O
 : 6%, -2.2%
- Cc1ccc2oc(C(=O)Nc3ccc(S(=O)(=O)Nc4nccc(C)n4)cc3)cc(=O)c2c1
 : 2%, -1.9%
- COc1cc(C(=O)Nc2c(C(=O)Nc3ccccc3F)oc3ccccc23)cc(OC)c1OC
 : -2%, -3.1%
- O=C(Nc1onc2c1CCCC2)c1ccc(Cl)cc1
 : 8.9µM*, -0.8%
- O=C(Cn1c(=O)n(Cc2ccco2)c(=O)c2sc3ccccc3c21)Nc1ccc(F)cc1F
 : -7%, 5.6%
- COc1ccc(C2C(C(=O)Nc3cccnc3)=C(C)Nc3nc(-c4ccc(OC)c(OC)c4)nn32)cc1 (stereo not drawn)
 : ?, -0.5%
- O=C(Nc1sc2c(c1C(=O)NCC1CCCO1)CCC2)c1cc(=O)c2ccccc2o1 (stereo not drawn)
 : 10%, 10%
- Cc1cc(C(F)F)n2nc(C(=O)Nc3c(C)cccc3C)nc2n1
 : -6%, 0.0%
- Cc1ccc(-c2nnc(Nc3cccc(Cl)c3)c3ccccc23)cc1S(=O)(=O)N1CCN(C)CC1
 : 1%, 1.3%
- Cc1cccc2nc(Cn3c(=O)n(-c4ccccc4)c(=O)c4c5c(sc43)CCC5)cc(=O)n12
 : 9%, 3.5%
- Cc1cc(C)n(-c2nc3ccccc3nc2N2CCN(c3cccc(C(F)(F)F)c3)CC2)n1
 : 3%, 0.0%
- COC(=O)c1ccc([C@@H]2Nc3c(cccc3C(F)(F)F)[C@@H]3C=CC[C@@H]32)cc1
 : 18%, -4.1%
- O=C(CCCn1c2ccccc2c(=O)c2ccccc21)Nc1ccc(F)cc1Cl
 : -32%[inhibitor], 0.0%
- COc1ccc(N2CCN(C(=O)COc3ccccc3C#N)CC2)cc1
 : -15%, 0.0%
- Cc1ccc(CNC(=O)c2ccc3c(c2)N(Cc2cccc(Cl)c2)C(=O)CS3)cc1
 : -8%, 1.0%
- O=C(Nc1ccc(F)cc1F)c1cccc2c1C(=O)N(C1CCCCC1)C2
 : 2%, -2.1%
- COc1ccc(NC(=O)C2=C(C)Nc3nc(SCc4ccccc4C)nn3C2c2ccc(Br)cc2)cc1 (stereo not drawn)
 : -8%, -1.8%
- CC(C(=O)Nc1ccccc1)n1nnc2sc3c(c2c1=O)CCCC3 (stereo not drawn)
 : -7%, -2.4%
- Cn1nnnc1SCCNCc1ccccc1Cl
 : -7%, 1.1%
- CCOc1ccc2nc(N3CCCC(C(=O)NCc4ccc(C)cc4)C3)sc2c1 (stereo not drawn)
 : 16%, 0.0%
- COCCCNc1nc2c(c(=O)[nH]c(=O)n2C)n1CC(O)COc1ccc(Cl)cc1 (stereo not drawn)
 : -2%, 0.1%
- CCN1CCN(c2ccc(NS(=O)(=O)c3c(C)nc4sccn4c3=O)cc2Cl)CC1
 : -60%[inhibitor], 0.9%
- CCCC1=Nc2cc(C(=O)NCc3ccc(OC)cc3)ccc2Sc2ccc(C)cc21
 : -16%, 0.6%
- Cc1ccc(NC(=O)Cn2c(=O)n(Cc3ccc4c(c3)OCO4)c(=O)c3ccc(C(=O)NC4CCCCC4)cc32)cc1
 : 11%, 7.4%
- CCOC(=O)c1ccc(NC(=O)CSc2c3c(nc4cc(Cl)ccc24)CCCC3)cc1
 : -1%, ?
- CCOC(=O)Cc1cc(C(=O)Nc2ccc(Br)cc2)sc1-c1ccc(C)cc1
 : -24%, -1.0%
- CCOc1ccccc1C(=O)N(Cc1ccc(N(C)C)cc1)Cc1ccco1
 : -3%, 0.8%
- CCn1c(=O)c2cc(C(=O)N3CCN(c4cccc(OC)c4)CC3)sc2c2ccccc21
 : -35%[inhibitor], -1.1%
- Cc1ccc(OCC(=O)Nc2ccc3c(c2)nc(CCNC(=O)c2ccco2)n3C)cc1
 : -25%, -1.9%
- O=C(Nc1ccc(C(F)(F)F)cc1)C1CCCN(c2cnccn2)C1 (stereo not drawn)
 : -20%, -1.8%
- O=C(c1cccs1)c1cn(CCOc2ccc(F)cc2)c2ccccc12
 : -18%, -1.0%
- COc1cc(OC)cc(-c2nnc(SCC(=O)c3ccc([N+](=O)[O-])cc3)o2)c1
 : -4%, -1.1%
- Cc1ccc(C)c(Cn2c3ccccc3c3cnn(CC(=O)NCCCc4ccccc4)c(=O)c32)c1
 : 3%, -1.9%
- COc1cc(NC(=O)c2nc3cc(C)c(C)cc3n(C)c2=O)cc(OC)c1OC
 : 6%, 0.4%
- CCc1cccc(C)c1Nc1c(-c2ccccc2)nc2sccn12
 : -23%, -0.7%
- CCCCn1c(=NC(=O)C(C)(C)Oc2ccc(Cl)cc2)c(C(=O)OCC)cc2c(=O)n3ccccc3nc21
 : 9%, 0.1%
- Cc1ccc(NC(=O)/C=C/c2ccccc2)c(Br)c1
 : 8.9µM*, -0.8%
- CCOC(=O)CCn1cnc2onc(-c3cc(OC)ccc3Cl)c2c1=O
 : 17%, -1.7%
- COc1cccc(-c2nc(-c3ccc(-c4ccccc4)nc3OC)no2)c1
 : 1%, 1.8%
- COc1cc(OC)c(Nc2cc(C)nc3ncnn23)cc1Cl
 : 18%, -2.1%
- CCc1nn2c(-c3ccccc3OC)ccnc2c1-c1ccc(F)cc1
 : -8%, -1.1%
- CCn1cc(C(=O)N2CCN(c3ccccc3F)CC2)c(=O)c2cc(S(=O)(=O)N(C)C3CCCCC3)ccc21
 : 4%, -3.3%
- Cc1noc(C)c1S(=O)(=O)N1CCC(C(=O)N2CCN(c3ccccc3)CC2)CC1
 : -10%, 12%
- CCCOc1ccc(-c2nc3ccccc3c(=O)o2)cc1
 : 16µM*, 0.6%
- COc1ccc(OC)c(NC(=O)N2c3ccccc3Sc3ccccc32)c1
 : 0%, 2.8%
- CCc1cccc(CC)c1N(COC)C(=O)Cn1c(CC)nc2ccccc21
 : -7%, 3.0%
- Cc1cc(O)c2c(C)c(CC(=O)NCc3ccccc3Cl)c(=O)oc2c1
 : 1%, 0.8%
- COCCCNC(=O)CSc1nc2nc(C)c(Cc3ccccc3Cl)c(C)n2n1
 : -7%, 2.4%
- COC(=O)CNC(=O)C1CCN(S(=O)(=O)c2cccc3nsnc23)CC1
 : -4%, -0.1%
- COc1cc(NC(=O)c2cccc3c2C(=O)N(C2CCCCC2)C3)cc(OC)c1
 : 0%, 1.6%
- CCOc1ccc(NS(=O)(=O)c2ccc3[nH]cc(C(=O)NCc4ccco4)c(=O)c3c2)cc1
 : 23%, 2.3%
- CCCc1nc2ccccc2n1CC(O)COc1ccc(C(=O)OC)cc1 (stereo not drawn)
 : -6%, 1.0%
- COc1ccc(CCNC(=O)CSCc2nc(-c3ccc(OC)c(OC)c3)oc2C)cc1OC
 : -9%, -0.3%
- CCOc1ccc(-c2oc3ccccc3c(=O)c2O)cc1OCC
 : 15%, 5.4%

# Some of these compounds in order of their number in Epigenetic reg, descending.
Structure | Epigenetic reg
CCOc1ccc(NS(=O)(=O)c2ccc3[nH]cc(C(=O)NCc4ccco4)c(=O)c3c2)cc1 | 2.3%
COc1cc(NC(=O)c2cccc3c2C(=O)N(C2CCCCC2)C3)cc(OC)c1 | 1.6%
CCCc1nc2ccccc2n1CC(O)COc1ccc(C(=O)OC)cc1 (stereo not drawn) | 1.0%
COc1ccc(CCNC(=O)CSCc2nc(-c3ccc(OC)c(OC)c3)oc2C)cc1OC | -0.3%
